High-throughput results deposited in PubChem BioAssay by National Center for Advancing Translational Sciences (NCATS).
TDP1 cell CPT = qHTS for Inhibitors of human tyrosyl-DNA phosphodiesterase 1 (TDP1): qHTS in cells in presence of CPT; AID 686979, 2013; chicken DT40 Tdp1-/-;hTDP1 cells + 20 nM CPT, ATP luminescence, 48 h; 420,000 compounds, 12% hits; Potency, µM (highest dose often 46.2 µM), inactives show at the highest dose activity change, negative = growth inhibition, most hits filed as inhibitors; also: nearly all actives have a fitted effect of over 55% in size
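Chicken DT40 Tdp1-/- cells stably complemented with human TDP1 were seeded at 400 cells/well in medium containing 20 nM camptothecin, exposed to pin-transferred compounds, and grown at 37 °C for at least 48 hr. Viability was read as ATP luminescence.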
TDP1 cell noCPT = qHTS for Inhibitors of human tyrosyl-DNA phosphodiesterase 1 (TDP1): qHTS in cells in absence of CPT; DT40 Tdp1-/- hTDP1 cells, no CPT, ATP luminescence, 48 h; 420,000 compounds, 15% hits; Potency, µM (top dose mostly 46.2 µM), for the others: at the highest dose activity change, negative = growth inhibition, actives largely listed as inhibitors; also: nearly all actives have a fitted effect of over 55% in size
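Growth kinetics read by CellTiter-Glo luminescence after ≥48 hr at 37 °C. Cells: DT40 Tdp1-/- stably carrying human TDP1, 400 per well, compound exposure in the absence of CPT (DMSO vehicle).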
KAT2A inh = qHTS Assay for Inhibitors of GCN5L2 | Histone acetyltransferase KAT2A (Homo sapiens), Q92830 | GCN5L2 HAT assay, ThioGlo1 CoA-SH fluorescence | Potency, µM (doses to about 58.9 µM), for the others: at the highest dose activity change, negative = inhibition, hits mostly inhibitors | 390,000 compounds, 0.21% hits
Target sequence (Q92830 whole entry, looked up): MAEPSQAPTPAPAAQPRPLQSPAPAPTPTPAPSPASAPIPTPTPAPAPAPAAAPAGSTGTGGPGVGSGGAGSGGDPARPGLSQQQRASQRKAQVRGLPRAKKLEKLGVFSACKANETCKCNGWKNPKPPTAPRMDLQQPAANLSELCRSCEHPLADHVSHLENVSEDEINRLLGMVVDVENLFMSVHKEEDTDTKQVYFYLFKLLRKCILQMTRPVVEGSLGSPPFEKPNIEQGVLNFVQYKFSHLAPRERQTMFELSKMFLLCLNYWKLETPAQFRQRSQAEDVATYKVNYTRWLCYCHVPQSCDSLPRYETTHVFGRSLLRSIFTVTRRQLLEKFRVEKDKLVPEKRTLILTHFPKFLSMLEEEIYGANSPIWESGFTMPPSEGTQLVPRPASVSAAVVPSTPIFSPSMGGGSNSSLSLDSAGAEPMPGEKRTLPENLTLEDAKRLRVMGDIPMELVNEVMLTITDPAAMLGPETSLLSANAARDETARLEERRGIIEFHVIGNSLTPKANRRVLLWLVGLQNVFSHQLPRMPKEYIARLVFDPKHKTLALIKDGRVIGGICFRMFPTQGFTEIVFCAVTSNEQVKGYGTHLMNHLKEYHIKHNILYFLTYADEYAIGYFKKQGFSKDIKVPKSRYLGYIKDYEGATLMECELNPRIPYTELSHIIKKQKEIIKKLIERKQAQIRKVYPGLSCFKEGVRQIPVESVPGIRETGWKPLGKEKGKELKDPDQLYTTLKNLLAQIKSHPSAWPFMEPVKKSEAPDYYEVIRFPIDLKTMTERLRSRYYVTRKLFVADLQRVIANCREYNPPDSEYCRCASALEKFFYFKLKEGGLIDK
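Compounds, pin-transferred from DMSO stocks, meet 20nM GCN5L2 for 15 min before the reaction begins with H3(1-25) peptide (75uM) and acetyl-CoA (70uM). Thiol-reactive ThioGlo1 reports CoA release over 20 min at room temperature.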
The depositor's hits bear a star; ? = inconclusive; · = not tested or not shown; & = joins results of further samples; [ ] = dose if it differs, or a comment. Calls follow the shape of the dose curve; as a rule, active = well fitted curve in the direction sought with a large enough effect; inconclusive = small, poorly fitted or top-dose-only effect, or another doubt; inactive = no such curve, though single readings can be large; an effect the other way counts as inactive or inconclusive. % is scaled to controls: 0 for no effect and ±100 for the full control effect; potency is read from the fitted curve at half-maximal effect. Rows were taken by chance; overall some 18% were active at least once.

SMILES	TDP1 cell CPT	TDP1 cell noCPT	KAT2A inh
CCOc1ccccc1C(=O)N(C)Cc1cc2cc(OC)ccc2[nH]c1=O	-18.6%	-23.2%	-3.8%
CC(=O)Nc1c(C(=O)O)ccc(C)c1OCc1ccccc1	-21.4%	4.5%	·
CSc1nsc(SC)c1C(=O)NC(=O)Nc1cccnc1	-5.1%	-4.9%	1.7%
COc1cc(/C=C2\CCc3c2nc2ccccc2c3C(=O)O)cc(OC)c1OC	-4.0%	-17.0%	12.6µM*
O=C(CN1C(=O)NC(Cc2c[nH]c3ccccc23)C1=O)Nc1ccc(Br)cc1F (configuration not stated)	-25.3%	?	-0.5%
Cc1nc2c(c(C)nn2-c2ccccc2)c(C)c1CCC(=O)NCCc1ccc(Cl)cc1	-24.3%	?	-8.6%
COc1ccc(CN2C(=O)C(C)S/C2=N/N=C/c2ccco2)cc1 (configuration not stated)	-9.5%	?	-25.9%
NC(=O)C1=CC2C3C=CC2(O)C(=O)OC3O1 (configuration not stated)	5.17µM*	5.8µM*	·
O=C(Cn1c(=O)n(Cc2ccco2)c(=O)c2ccc(C(=O)NC3CCCC3)cc21)Nc1ccc(F)cc1	-27.1%	-17.3%	-8.3%
Cc1cc(C)c(S(=O)(=O)N2CCCC2=O)c(C)c1	14.6%	0.8%	4.5%
COc1ccccc1OCC(=O)c1[nH]c(C)c(C(C)=O)c1C	14.6µM*	11.6µM*	-18.8%
O=C(CSc1nc2ccccc2c2nc(-c3ccccc3)nn12)Nc1ccc(Br)cc1	-19.2%	-21.4%	-6.0%
CC(C)=CCC[C@H](C)C[C@@H]1CC2=C(C(=O)OC(C)(C)O2)[C@H](c2ccc(F)cc2)O1	?	?	·
Nc1c(Cl)cc(C(=O)NC2CC2)cc1Cl	-0.9%	20.6%	·
Cc1nnc(NC(=O)c2c(-c3ccccc3Cl)noc2C)s1	-0.7%	-28.5%	-2.6%
O=C(O)CCC1OC(=O)C(O)=C1c1ccccc1 (configuration not stated)	1.5%	4.8%	-6.9%
O=C(Cc1ccccc1)Nc1cccc(NC(=O)c2cccs2)c1	?	2.9%	3.7%
COc1ccc(C(=O)NNC(=O)C2CCCO2)cc1 (configuration not stated)	?	-26.4%	-3.5%
COc1ccc(-c2noc(CN3CCCC(OCc4ccccn4)C3)n2)cc1 (configuration not stated)	16.4µM*	?	1.2%
CCc1cc(C(=O)NCC2Cc3cc(-c4ccccc4C(C)=O)ccc3O2)no1 (configuration not stated)	-9.9%[9.04 µM]	?	·
COC(=O)c1c(C)[nH]c(C=O)c1-c1ccccc1	7.3%	?	0.1%
CCS(=O)(=O)N1CCC(C(=O)NCc2ccc3c(c2)OCO3)CC1	15.1%	-2.1%	-1.4%
O=C1CN(c2nc(-c3cccs3)nc3sc4c(c23)CCCC4)CCN1	?	?	-2.9%
O=C(CCN1C(=O)c2ccccc2C1=O)N1CCN(Cc2ccccc2)CC1	-6.6%	-11.0%	-3.9%
COc1ccc2[nH]c(C)c(CCN3C(=O)C4CC=CCC4C3=O)c2c1 (configuration not stated)	-26.9%	-14.5%	-4.9%
O=C(Nc1ccccc1)N1CCC2(CC1)CCN(C(=O)c1ccco1)CC2	-21.6%	?	-8.3%
Cc1ccc(OCCC(=O)OCC(=O)c2c(N)n(CC(C)C)c(=O)n(C)c2=O)cc1	?	?	-8.4%
Cc1ccc(NC(=O)COC(=O)c2c(-c3ccccc3)noc2C)cc1	-28.8%	-26.0%	-4.8%
CCCCCC(=O)N1C[C@H](n2cc(COC(=O)c3ccccc3)nn2)[C@@H](O)C[C@@H]1c1ccc(Cl)cc1	?	16.4µM*	·
OCCCNc1ncnc2scc(-c3ccc(Cl)cc3)c12	?	20.6µM*	-7.4%
NC(=O)c1cc([N+](=O)[O-])ccc1NCc1ccccn1	?	-21.9%	-2.4%
CCc1cccc(NC(=O)Cn2c(=O)n(CC3CCC(C(=O)NC)CC3)c(=O)c3sccc32)c1 (configuration not stated)	?	?	-13.7%
C[C@H](NC(=O)c1nc[nH]c1C(=O)N1CCN(C(=O)OC(C)(C)C)CC1)C(=O)OCc1ccccc1	?	?	-10.8%
Cc1ccc(S(=O)(=O)Cc2ccc(C(=O)NCCc3ccc(Cl)cc3)o2)cc1	16.4µM*	29.1µM*	-0.8%
O=C(NCCN1CCOCC1)c1ccc2c(c1)N(Cc1cccc(F)c1)C(=O)c1ccccc1S2	-11.2%	-26.3%	-6.1%
COc1ccccc1C1CCN(Cc2ccc(Cl)c(Cl)c2)CC1	?	?	1.9%
O=C(NC1CC2CCCC(C1)N2Cc1ccccc1)c1cccc(F)c1 (configuration not stated)	0.4%	-2.2%	-6.1%
CC1CCCN(C(=O)Cn2nnc(-c3ccc(S(C)(=O)=O)cc3)n2)C1 (configuration not stated)	-3.5%	-1.4%	1.3%
CSCCNC(=O)c1ccc(OC2CCN(S(=O)(=O)N(C)C)CC2)cc1	-12.1%	1.6%	-3.1%
CN(Cc1ccccc1)c1ccc(N2C(=O)CCC2=O)cc1[N+](=O)[O-]	-4.9%	?	-4.6%
Cc1csc2ncc(C(=O)N3CCCc4ccccc43)c(=O)n12	4.7%	-11.0%	-5.4%
COc1ccc(C(OCC(O)CNCCc2ccccc2)c2ccc(OC)cc2)cc1 (configuration not stated)	23.1µM*	18.4µM*	-9.4%
COc1ccc(CCNc2ncnc3c2[nH]c2cc(OC)c(OC)cc23)cc1OC	4.61µM*	6.51µM*	-6.1%
COc1ccc(/C=N/NC(=O)c2cc(=O)[nH]c3ccccc23)cc1OC	5.6%	-12.4%	-6.9%
CCOc1cc(CNC(=O)Cn2c(-c3cccs3)cc3cc(F)ccc32)ccc1OC	?	?	0.7%
Cc1cc(NC(=O)Cn2nc(C(=O)O)c3ccccc3c2=O)c([N+](=O)[O-])cc1C	-9.1%	1.8%	-4.3%
CC(C)c1nc(SCC(=O)NC(=O)NC(C)(C)C)n[nH]1	-1.9%	-6.0%	1.3%
COc1cccc(NC(=O)CN(C)C(=O)c2ccc(-c3cccc(C(F)(F)F)c3)o2)c1	?	?	-9.9%
O=C(CSc1ccccc1)N1CCc2c([nH]c3ccccc23)C1c1ccc(F)cc1 (configuration not stated)	?	?	-3.9%
COc1ccccc1CNC(=O)C(CC(C)C)N1Cc2ccccc2C1=O (configuration not stated)	9.2µM*	20.6µM*	-0.4%

The listing continues.
SMILES	TDP1 cell CPT	TDP1 cell noCPT	KAT2A inh
O=C1CC(N2CCN(Cc3ccccc3)CC2)C(=O)N1CCc1ccccc1 (configuration not stated)	?	-21.1%	4.7%
O=C(COc1ccc(Br)cc1)N(Cc1cccs1)C1CCS(=O)(=O)C1 (configuration not stated)	-26.7%	-5.3%	-4.9%
COc1cccc(NC(=O)Cn2c(CCC(=O)O)ccc2-c2ccc(Cl)cc2)c1	5.5%	-3.7%	-4.5%
C[N+]1([O-])[C@@H]2Cc3cc4c(cc3[C@@H]1Cc1cc3c(cc12)OCO3)OCO4 (some centres not stated)	-1.9%	25.2%	-3.0%
CC(C)(C)NC(=O)Cn1nnc(-c2cccs2)n1	8.3%	0.8%	-21.7%
O=C(O)CCCCCCC1C(=O)NC(=O)N1CCC(O)C1CCCCC1 (configuration not stated)	-0.2%	-8.7%	1.3%
CNS(=O)(=O)c1ccc(Oc2ccc(S(=O)(=O)NC)cc2)cc1	14.6µM*	?	-8.8%
CCn1c(SCC(=O)Nc2cc(OC)ccc2OC)nc2c(c1=O)SCC2	?	25.9µM*	-10.0%
CC(=O)Nc1ccc(S(=O)(=O)Nc2cccc(-c3csc(C)n3)c2)cc1	20.6µM*	?	-14.6%
CC(C)(C)NC(=S)N/N=C/c1c(Cl)cccc1Cl	-22.8%	?	0.3%
N/C(=N\OC(=O)c1cccc(C(F)(F)F)c1)c1cnccn1	-3.8%	4.6%	-15.7%
CCOc1ccc(Cc2c(C)[nH]c3ccc(C(=O)O)cc3c2=S)cc1	10.8%	4.2%	-22.9%
CC(=O)Nc1cc[n+](CC(=O)c2cccc([N+](=O)[O-])c2)cc1	0.1%	10.4%	-7.7%
CCCc1nc(SCC(=O)N2CCCc3ccccc32)c2c(=O)n(C)c(=O)n(C)c2n1	25.9µM*	23.1µM*	1.2%
Brc1ccc(NC(c2ccccc2)c2ccncc2)cc1 (configuration not stated)	-18.5%	?	1.7%
COc1cccc(-c2noc(C3CCCN(C(=O)CC(C)(C)C)C3)n2)c1 (configuration not stated)	16.4µM*	?	0.4%
Cc1ccccc1CNC(=O)COc1ccccc1	-20.5%	1.1%	-1.8%
COc1cccc(-c2cc3nc4c(c(N5CCC6(CC5)OCCO6)n3n2)CCCC4)c1	23.1µM*	20.6µM*	-5.6%
CC(=O)NC(CC(=O)Nc1ccc(S(=O)(=O)Nc2nccs2)cc1)c1ccccc1 (configuration not stated)	0.2%	-23.0%	-7.6%
COCCCNC(=O)CN1C(=O)CSc2ccc(S(=O)(=O)N3CCOCC3)cc21	-3.4%&-12.7%	-7.5%&-7.9%	-9.1%&-3.9%

Structural class: the entries above with fluorine
SMILES	TDP1 cell CPT	TDP1 cell noCPT	KAT2A inh
O=C(CN1C(=O)NC(Cc2c[nH]c3ccccc23)C1=O)Nc1ccc(Br)cc1F (configuration not stated)	-25.3%	?	-0.5%
O=C(Cn1c(=O)n(Cc2ccco2)c(=O)c2ccc(C(=O)NC3CCCC3)cc21)Nc1ccc(F)cc1	-27.1%	-17.3%	-8.3%
CC(C)=CCC[C@H](C)C[C@@H]1CC2=C(C(=O)OC(C)(C)O2)[C@H](c2ccc(F)cc2)O1	?	?	·
O=C(NCCN1CCOCC1)c1ccc2c(c1)N(Cc1cccc(F)c1)C(=O)c1ccccc1S2	-11.2%	-26.3%	-6.1%
O=C(NC1CC2CCCC(C1)N2Cc1ccccc1)c1cccc(F)c1 (configuration not stated)	0.4%	-2.2%	-6.1%
CCOc1cc(CNC(=O)Cn2c(-c3cccs3)cc3cc(F)ccc32)ccc1OC	?	?	0.7%
COc1cccc(NC(=O)CN(C)C(=O)c2ccc(-c3cccc(C(F)(F)F)c3)o2)c1	?	?	-9.9%
O=C(CSc1ccccc1)N1CCc2c([nH]c3ccccc23)C1c1ccc(F)cc1 (configuration not stated)	?	?	-3.9%
N/C(=N\OC(=O)c1cccc(C(F)(F)F)c1)c1cnccn1	-3.8%	4.6%	-15.7%

The list goes on:
SMILES	TDP1 cell CPT	TDP1 cell noCPT	KAT2A inh
Cc1ccc(OCCC(=O)OCC(=O)Nc2ccc(C)cc2Cl)cc1	-6.5%	-10.0%	-24.6%
CN1CCN(c2ccc([N+](=O)[O-])cc2/C=N/NC(=O)c2ccc(F)cc2)CC1	?	?	-3.1%
CC(C)n1ncc2c(C(=O)Nc3ccc(S(C)(=O)=O)cc3)cc(C3CC3)nc21	?	?	-6.4%
N#Cc1c(Cl)nsc1NCCN1CCOCC1	?	2.2%	-0.5%
COC(=O)[C@@]12C[C@@H](CC(=O)N3CCN(C(=O)c4ccco4)CC3)C(=O)N(Cc3ccco3)C1=CCC(C)(C)C2	?	?	·
CC(=O)Nc1ccc(S(=O)(=O)c2ccc(N)cc2)cc1	-11.7%	-18.8%	-3.4%&0.0%
CC(=O)c1ccc2c(c1)CCN2	2.0%	-3.1%	·
COc1ccc(/C=N/NC(=S)NCC2CCCO2)cc1 (configuration not stated)	2.5%	?	-1.6%
Cc1ccc(OC(=O)COc2ccccc2)c(-n2nc3ccccc3n2)c1	5.6%	-18.0%	-17.3%
Cc1cccc2cc(C#N)c(NCCNC(=O)c3ccccc3)nc12	5.9%	?	·
Cc1ccc(SCc2ccc(C(=O)NCc3cccnc3)cc2)cc1	?	?	-0.1%
CCC(C(=O)OC)n1cnc2c(cnn2-c2ccc(Cl)cc2)c1=O (configuration not stated)	?	?	-3.0%
COc1ccc(-c2csc3ncn(CC(=O)N4CCOCC4)c(=O)c23)cc1	-7.2%	9.3%	-7.4%
O=C(O)CC/C(=N/NC(=O)CNC(=O)Cc1ccccc1)c1ccccc1	5.7%	5.4%	-3.5%
COc1cc(OC)c(OC)cc1CN(C)CCc1ccccn1	-10.0%	-14.6%	-4.5%
O=C(NCc1ccccc1F)c1ccc2c(c1)OCO2	8.7%	-17.7%	0.2%
CC(=O)c1ccc(Sc2ccccc2)cc1	-4.5%	-4.5%	-5.8%
Cc1cccc(C)c1NC(=O)C(c1ccccc1)N1CCN(c2ccc(F)cc2)CC1 (configuration not stated)	?	-22.6%	·
O=C(CSc1nnnn1C1CCCCC1)Nc1cccc(NC(=O)c2ccco2)c1	5.8µM*	4.11µM*	-1.7%
CC(C)Nc1nnc(SCC(=O)c2c[nH]c3ccccc23)s1	-18.8%	-28.5%	4.5%
